GLP1R cytotox – cytotoxic in the GLP-1 receptor inverse agonist counter-screen. HEK293 cAMP-luciferase reporter cells, luminescence, 24 h. Potency, µM (series often up to 38.3 µM), for inactives: top-dose activity change, negative = inhibition, hits mostly inhibitors. 410,000 compounds, 0.13% hits. AID 624418;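 note: loss of luciferase light is scored as toxicity; potency is the fitted concentration of half-maximal effect; % is set by controls: 0 for no effect and ±100 for the full control effect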
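Quantitative HTS format, 1536 wells, 200 cells/uL seeded. Compounds: 23 nL, 24 h, 37 °C. Detection: luciferase reagent, luminescence at 12 min RT; decreased signal taken as cytotoxic.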
KB-V1 MDR tox – KB-V1 MDR subline cytotoxicity | KB-V1 MDR cells viability, CellTiter-Glo, 72 h | Potency, µM (series often up to 46.1 µM), for the others: at the top dose activity change, negative = cytotoxicity, actives largely listed as cytotoxic | 400,000 compounds, 3.4% hits | AID 1347076; note: potency is the fitted concentration of half-maximal effect; % is set by controls: 0 for no effect and ±100 for the full control effect; nearly all actives have a fitted effect of over 60% in size
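KB-V1 MDR subline cells in DMEM (phenol-red free, 10% FBS) exposed to compounds in qHTS concentration series for 72 h at 37 degrees C. Viability read by CellTiter-Glo luminescence; concentration-effect curves fitted after normalization and correction.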
GLP1R ag – activates the human GLP-1 receptor. HEK293 GLP-1R CRE-luciferase, luminescence, 4-6 h; cells express a hypersensitive GLP-1R form. 380,000 compounds, 0.007% hits. Potency, µM (doses to about 45.6 µM), for the others: at the highest dose activation, usual class: activators. AID 624172; note: potency is the fitted concentration of half-maximal effect; % of control where 0% means no effect
aSyn yeast inh – rescues yeast growth from alpha-synuclein toxicity; Yeast expressing alpha-synuclein, growth rescue, BacTiter-Glo, 24 h; 370,000 compounds, 0.14% hits; Potency, µM (titrated, usually from 46.1 µM), for the others: at the top dose growth rescue (activation), hits mostly activators; note: potency is the fitted concentration of half-maximal effect; % of control where 0% means no effect; nearly all actives have a fitted effect of over 65% in size
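Rescue of yeast growth: cells expressing toxic alpha-synuclein, induced in galactose at OD600 0.02, incubated with compound 24 h at 30 C. ATP luminescence quantified growth; inhibitors of toxicity appear as activators.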
PTHR1 agonist – activates the human parathyroid hormone receptor PTHR1. 410,000 compounds, 0.075% hits. HEK293 GP2 PTHR1 cells, GloSensor cAMP luminescence, 1 h. Q03431. Potency, µM (titrated, usually from 115 µM), for inactives: at the top dose activation, hits mostly activators. AID 743266; note: potency is the fitted concentration of half-maximal effect; nearly all actives have a fitted effect of over 55% in size; some results filed as inactive show a strong effect at the top dose; inactives centre near -15; many of its hits are not listed in these tables
Target sequence (Q03431 whole entry, looked up): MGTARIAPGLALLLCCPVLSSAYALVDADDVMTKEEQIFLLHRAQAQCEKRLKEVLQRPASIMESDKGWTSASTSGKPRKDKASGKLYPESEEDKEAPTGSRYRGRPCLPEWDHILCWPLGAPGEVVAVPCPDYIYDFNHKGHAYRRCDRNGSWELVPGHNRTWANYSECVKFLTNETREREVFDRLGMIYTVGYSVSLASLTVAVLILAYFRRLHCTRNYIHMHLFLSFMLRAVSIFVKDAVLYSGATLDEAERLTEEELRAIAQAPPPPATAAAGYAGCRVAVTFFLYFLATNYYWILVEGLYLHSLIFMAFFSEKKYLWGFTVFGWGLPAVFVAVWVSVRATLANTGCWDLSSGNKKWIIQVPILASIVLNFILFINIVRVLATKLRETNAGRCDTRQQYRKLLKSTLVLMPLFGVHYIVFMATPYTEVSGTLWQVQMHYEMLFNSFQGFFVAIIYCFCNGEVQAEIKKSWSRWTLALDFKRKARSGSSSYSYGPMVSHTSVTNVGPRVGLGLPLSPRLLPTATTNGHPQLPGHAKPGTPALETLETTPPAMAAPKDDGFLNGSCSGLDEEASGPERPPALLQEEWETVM
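HEK-293-derived GP2 cells expressing PTHR1 and a GloSensor cAMP reporter, 3,000/well, plated overnight, given luciferin plus IBMX (each 0.5 mM as added) for 1 h at 37 °C, then compound for 1 h at 37 °C. Luminescence was read after 15 min at room temperature.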
GLP1R inv ag – GLP-1 receptor (human) inverse agonism; P43220; HEK293 GLP-1R CRE-luciferase, luminescence, 24 h; GLP-1R form is constitutively active; Potency, µM (titrated, usually from 38.3 µM), inactives show top-dose activity change, negative = inhibition, actives largely listed as inhibitors; 410,000 compounds, 1.6% hits; AID 624417; note: potency is the fitted concentration of half-maximal effect; % is set by controls: 0 for no effect and ±100 for the full control effect; nearly all actives have a fitted effect of over 55% in size
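Cells are plated, allowed 12 hours at 37 deg C, then treated with compounds for 24 hr before luciferase detection reagent is added and luminescence is read after 12 min at room temperature. The HEK293 line carries constitutively active GLP-1R with a cAMP-responsive reporter.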
DRD3 antagonist – antagonists of human D3 dopamine receptor; D3R cells, DiscoveRx beta-arrestin luminescence, antagonist mode; stronger effect = lower value; P35462; 360,000 compounds, 2.5% hits; max response, negative = inhibition, %; AID 652054; in the data active = max response below about -50%; inconclusive = no clear call, values can overlap the other calls; note: % is set by controls: 0 for no effect and ±100 for the full control effect; mostly tested at two doses, the higher about 12 µM
Target sequence (P35462 whole entry, looked up): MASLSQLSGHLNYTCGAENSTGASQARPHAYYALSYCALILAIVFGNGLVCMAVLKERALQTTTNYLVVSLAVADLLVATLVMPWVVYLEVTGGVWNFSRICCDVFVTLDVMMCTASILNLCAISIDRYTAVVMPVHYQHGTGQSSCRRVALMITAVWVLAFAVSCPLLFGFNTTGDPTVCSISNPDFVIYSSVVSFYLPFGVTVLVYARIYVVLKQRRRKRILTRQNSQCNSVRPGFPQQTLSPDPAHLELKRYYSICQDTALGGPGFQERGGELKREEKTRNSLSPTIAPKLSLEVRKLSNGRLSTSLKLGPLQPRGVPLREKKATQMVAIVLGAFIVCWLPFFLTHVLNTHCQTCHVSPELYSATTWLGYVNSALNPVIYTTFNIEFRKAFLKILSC
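Cells plated overnight at 1500 cells/well, then exposed to library compounds with dopamine controls for 90 minutes at 37 degrees C. DiscoveRx reagent added for 30–60 minutes at room temperature; luminescence read, quantitative HTS format.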
DRD3 agonist – activates the human D3 dopamine receptor | D3R DiscoveRx beta-arrestin cells, luminescence, 90 min | P35462 | max activation, % | 410,000 compounds, 0.58% hits | AID 652048; in the data active = max activation above about 30%; note: 0% is about no effect; mostly tested at two doses, the higher about 12 µM
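Cells at 1500/well, incubated overnight, then treated with pinned compounds (dopamine as control) for 90 min at 37 degrees C. DiscoveRx reagent added for 30 - 60 minutes at room temperature; luminescence read.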
TDP43 rescue – TDP-43 toxicity inhibition in yeast. TDP-43 expressing yeast growth rescue, BacTiter-Glo, 24 h. Potency, µM (doses to about 46.1 µM), for inactives: at the top dose growth rescue (activation), most hits filed as activators. 410,000 compounds, 1.8% hits. AID 652104; note: potency is the fitted concentration of half-maximal effect; % of control where 0% means no effect; nearly all actives have a fitted effect of over 50% in size
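Yeast expressing TDP-43 (pregrown in raffinose, seeded at OD600=0.02 in galactose medium) exposed to compounds 24 hr at 30 deg C. Growth read by BacTiter-Glo luminescence; rescue of toxicity appears as increased signal.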
Starred values were filed as active, the others as inactive; i = inactive; ? = inconclusive; . = not tested or not shown; & = joins results of further samples; [ ] = another dose, or the depositor's remark. Unless noted, calls come from the whole dose curve; as a rule, active = well fitted curve in the direction sought with a large enough effect; inconclusive = small, poorly fitted or top-dose-only effect, or another doubt; inactive = no such curve, though single readings can be large; an effect the other way counts as inactive or inconclusive. Not all compounds are listed. The share of hits here may be higher or lower than overall.

Start of the listing, in advance:
SMILES	GLP1R cytotox	KB-V1 MDR tox	GLP1R ag	aSyn yeast inh	PTHR1 agonist	GLP1R inv ag	DRD3 antagonist	DRD3 agonist	TDP43 rescue
CC(=O)N1CCN(C(=O)C2(NC(=O)Nc3ccc(C)cc3)CCCCC2)CC1	-3%	-3%	1%	0%	i	5%	4	7	-2%
CCCC(=O)NC(C)c1nc2ccccc2n1CC (stereo not drawn)	1%	-2%	-1%	7%	-4%	4%	9	3	0%
O=C1c2ccccc2C(=O)N1CCc1ccccn1	7%	9%	-10%	-6%	-2%[57.5 µM]	0%	?	-1	-16%
O=C(O)CN1C(=O)C2(OCCO2)c2cc(Br)ccc21	-5%	4%	2%	13%	i	14%	17	16	10%
C/C(=N/NS(=O)(=O)c1ccc(C)cc1)[C@H]1C[C@@H]1c1ccccc1	-10%	1%	4%	11%	-4%	27%	6	7	-5%
CCc1nn2c(=O)cc(COC(=O)c3ccccc3NC(=O)COc3ccccc3C)nc2s1	-9%	.	.	.	-1%	-12%	.	2	12%
C[n+]1ccccc1Nc1cc([N+](=O)[O-])ccc1N	-23%	?	-5%	-1%	-23%	3%	7	4	6%

Main list, from the first entry:
SMILES	GLP1R cytotox	KB-V1 MDR tox	GLP1R ag	aSyn yeast inh	PTHR1 agonist	GLP1R inv ag	DRD3 antagonist	DRD3 agonist	TDP43 rescue
CC(=O)N1CCN(C(=O)C2(NC(=O)Nc3ccc(C)cc3)CCCCC2)CC1	-3%	-3%	1%	0%	i	5%	4	7	-2%
CCCC(=O)NC(C)c1nc2ccccc2n1CC (stereo not drawn)	1%	-2%	-1%	7%	-4%	4%	9	3	0%
O=C1c2ccccc2C(=O)N1CCc1ccccn1	7%	9%	-10%	-6%	-2%[57.5 µM]	0%	?	-1	-16%
O=C(O)CN1C(=O)C2(OCCO2)c2cc(Br)ccc21	-5%	4%	2%	13%	i	14%	17	16	10%
C/C(=N/NS(=O)(=O)c1ccc(C)cc1)[C@H]1C[C@@H]1c1ccccc1	-10%	1%	4%	11%	-4%	27%	6	7	-5%
CCc1nn2c(=O)cc(COC(=O)c3ccccc3NC(=O)COc3ccccc3C)nc2s1	-9%	.	.	.	-1%	-12%	.	2	12%
C[n+]1ccccc1Nc1cc([N+](=O)[O-])ccc1N	-23%	?	-5%	-1%	-23%	3%	7	4	6%
CCOC(=O)Nc1cc2c(C)cc(=O)oc2cc1C	-3%	-17%	-9%	4%	-24%	17%	1	3	17%
COc1ccc(CNC(=O)Cn2ccc([N+](=O)[O-])n2)cc1OC	-2%	-4%	8%	1%	i	17%	-8	-7	-13%
N#C/C(=C(\O)c1ccco1)c1ccccn1	-20%	-2%	-2%	0%	i	42%[activator]	?	0	19%
CSCCC(NC(=O)c1ccccc1)C(=O)N1CCCCCCC1 (stereo not drawn)	-3%	0%	9%	0%	-5%	-31%	0	-2	6%
Cc1nnc2c3ccccc3nc(Nc3cccc(O)c3)n12	4%	-7%	.	.	-10%	41%[activator]	.	9	35µM*
Cc1ccc(Cc2cncc(O)c2)cc1S(=O)(=O)O	-21%	5%	-7%	1%	-3%[57.5 µM]	-2%	1	-1	9%
Cc1n[nH]c(C)c1S(=O)(=O)N(CC(=O)Nc1ccc(C(F)(F)F)cc1)c1ccc(C(C)C)cc1	-12%	.	.	.	-42%[inhibitor]	10µM*	.	-2	8%
COc1ccc(S(=O)(=O)N2CCOCC2)cc1NC(=O)COc1cccnc1[N+](=O)[O-]	10%	23%	13%	5%	-19%	13%	-63*	-7	10%
O=C(N/N=C/C=C\c1ccccc1[N+](=O)[O-])c1cccs1	-6%	3%	9%	0%	i	15%	-64*	-16	?
COc1ccc(C)cc1NS(=O)(=O)c1ccc2c(c1)n(C)c(=O)n2C	-9%&4%	-15%&4%	3%	12%	i	1%&14%	12	-4&8	5%&3%
c1ccc(-c2nc3nonc3c3nc4ccccc4n23)cc1	-21%	?	-1%	-6%	-5%[57.5 µM]	49%[activator]	-14	-7	-15%
COC(=O)c1c(C)nc(C)c(C(=O)OC)c1-c1cccs1	12%	-15%	10%	-2%	13%	17%	-3	1	0%
Cc1cccc(CC(=O)Nc2ccon2)c1	-2%	3%	16%	2%	-15%	2%	23	1	-2%[1.82 µM]
Cc1c(/C=N\NC(=O)C2(C)CC2(Cl)Cl)cnn1C (stereo not drawn)	25%	1%	0%	0%	i	33%[activator]	-23	-14	0%
O=C(Nc1cccn(Cc2c(Cl)cccc2Cl)c1=O)c1ccc(Cl)cc1Cl	4%	16µM*	8%	0%	-11%[57.5 µM]	-7%	-12	10	0%
Cc1cc(OCC(=O)NCCCn2ccnc2)c2c(C)c(C)c(=O)oc2c1	6%	-13%	3%	-5%	-28%	34%	2	0	-1%
O=c1cc(/C=C/c2ccccc2)oc2c1ccc1ccccc12	3%	?	2%	-9%	-1%	33%[activator]	6	6	?
Cc1noc(C)c1NC(=O)Nc1ccc2c(c1)C(=O)N([C@H](C)CO)C[C@@H](C)[C@@H](CN(C)S(=O)(=O)c1cn(C)cn1)OCCCC[C@H](C)O2	-6%	-3%	-5%	3%	-28%	-1%	4	2	0%
CCCNC(=O)c1n[nH]c2c1CC(C(C)(C)CC)CC2 (stereo not drawn)	-3%	-1%	3%	-18%	i	?	23	8	0%
COC(=O)C1C(c2ccccc2)C(C(=O)N2CCOCC2)C1c1ccccc1 (stereo not drawn)	-11%	-16%	2%	-8%	0%[57.5 µM]	3%	16	-7	6%
CC(CCc1ccccc1)NC(=O)C(Cc1ccccc1)NS(=O)(=O)c1cccs1 (stereo not drawn)	6%	0%	14%	20%	-2%[57.5 µM]	?	-13	1	-11%
CC(=O)Nc1ccc(S(=O)(=O)N2CCN=C2SCc2cccnc2)cc1	-8%	11%	7%	-2%	-2%	12%	4	3	9%
CCc1ccc(C2CC(=O)c3c([nH]c(C(=O)OCCOc4ccccc4)c3C)C2)cc1 (stereo not drawn)	?	.	.	.	i	?	.	4	8%
c1cc(N2CCCC2)ccc1C(c1nnnn1C1CCCCC1)N1CCOCC1 (stereo not drawn)	3%	-18%	2%	27%	-4%[57.5 µM]	-6%	4	-13	-7%
O=C(c1ccc(Cn2c(=S)[nH]c3ccc(N4CCOCC4)cc3c2=O)cc1)N1CCC(N2CCCCC2)CC1	3%	5%	9%	4%	-16%	33%[activator]	8	2	4%
CC(=O)c1cccc(-c2ccnc3c2CC(C(=O)Nc2cccc(Oc4ccccc4)c2)O3)c1 (stereo not drawn)	2%	?	4%	15%	i	?	?	-1	32%
CC1=NNC(=O)C1CC(=O)N/N=C/C=C/c1ccccc1 (stereo not drawn)	-3%	0%	4%	-9%	i	6%	2	7	2%
O=C(CC1N=C2c3ccccc3N=C(SCC(=O)Nc3ccc(F)cc3)N2C1=O)NCc1cccs1 (stereo not drawn)	11%	4%	.	.	-14%	-16%	.	1	13%
CN(C(=O)CC1C(=O)NCCN1Cc1ccc(F)cc1)C1CCOCC1 (stereo not drawn)	5%	7%	8%	0%	?	23%	-20	-2	-12%
CN(C)C(=O)CCc1ccc2c3c([nH]c2c1)[C@]1(CCc2ccccc2)[C@@H](C(=O)N2CCCCC2)C[C@H](CC(=O)NCc2cccc(C(F)(F)F)c2)C(=O)N1CC3	-17%	18%	2%	-2%	i	15%	-22	-19	7%
CCOC(=O)CN=C1CC(C)(C)CC2=C1Sc1ncnc(N(C)C)c1N2	7%	0%	8%	4%	?	0%	2	4	0%
O=C(NCC1CCCO1)c1ccccc1NS(=O)(=O)c1cccs1 (stereo not drawn)	2%	18%	5%	0%	-21%	18%	8	-2	-6%
COc1cc(NC(=S)NC(=O)c2c(OC)cccc2OC)ccc1NC(=O)c1cccs1	?	?	-3%	-1%	i	0%	6	4	10%
CCN1C(=O)[C@H]2[C@@H](c3ccc(SC4CCCCC4)c(OC)c3)N[C@@](Cc3ccccc3)(C(=O)OC)[C@H]2C1=O	11%	-12%	0%	11%	22%	-10%	-6	-26	-13%
O=C(Nc1cc(=O)[nH]c2ncnn12)c1ccccc1	-3%	23%	-8%	0%	-2%[57.5 µM]	8%	-25	-2	9%
COc1ccc(-c2csc(C)n2)cc1	6%	15%	-4%	1%	i	16%	23	1	25%
COCCCN1CC(=O)N2C(c3ccccc3)c3[nH]c4ccccc4c3C[C@H]2C1=O (stereo partly drawn)	-5%	3%	1%	0%	i	-23%	0	2	-5%
COc1cc(NC(=S)NC2CC(C)(C)NC(C)(C)C2)c(OC)cc1Cl	6%	?	-5%	4%	-19%	?	-2	-5	-2%
COc1ccccc1-c1cccc(-c2nc(C(=O)Nc3nccs3)cc3c2[C@H](CCO)N(C(C)=O)C3)c1	-5%	?	3%	1%	-18%	?	-16	-9	29%
CCCC(=O)Oc1cccc(C2NC(=O)c3ccccc3O2)c1 (stereo not drawn)	-18%	-8%	0%	1%	i	3%	-13	5	9%
